Source: PubChem (several laboratories)
EBV gp42 inh: blocks Epstein-Barr virus glycoprotein 42 binding | Q1HVG2 | Fluorescence polarization binding assay, mP read-out | inhibition, % (tested at 21.74 µM) | actives 0.42% (n = 220,000) | AID 1085; in the data active means inhibition above about 50%
Target sequence (Q1HVG2 whole entry, looked up): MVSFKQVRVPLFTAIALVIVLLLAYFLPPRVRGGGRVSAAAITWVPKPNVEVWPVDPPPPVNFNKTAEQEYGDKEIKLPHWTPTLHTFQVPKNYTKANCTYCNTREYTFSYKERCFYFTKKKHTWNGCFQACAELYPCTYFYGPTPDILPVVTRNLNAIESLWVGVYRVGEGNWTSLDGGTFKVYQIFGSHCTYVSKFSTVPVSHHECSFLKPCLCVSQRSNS
m-calpain inh: blocks pig calpain II enzyme activity; actives 0.37% (n = 220,000); inhibition, % at 16 µM; purified calpain II, fluorogenic peptide substrate, 30 min;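 active means inhibition above about 50%, limit read from the data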
TNF death inh: inhibitors of TNF-alpha induced necroptosis in Jurkat FADD-/- cells; AID 463075; Jurkat FADD-/- TNF necroptosis rescue, ATP luminescence, 24 h; 0 = TNF only, 100 = no-TNF cells; actives 0.068% (n = 220,000); activation (protection from cell death), % at 10 µM;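 active means activation, meaning protection from cell death, of at least 50% relative to plate controls; inactive means activation below 50%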;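 further: necroptosis triggered by 40 ng/mL TNF-alpha added together with compound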
Cl transport mod: modulates chloride dependent transport by human KCC2; KCC2 cells, thallium flux FluoZin-2 fluorescence; B-score of Tl+ flux slope (higher = more flux/activation; lower = inhibition) at 10 µM; actives 2.2% (n = 190,000);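 active means thallium flux slope and its plate-corrected score both differing from the plate sample mean at a set confidence after two filtering rounds, in either direction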;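 further: slope of fluorescence scaled to starting intensity during 10 to 20 s after thallium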
L929 necroptosis: blocks zVAD induced death of L929 cells. L929 zVAD necroptosis rescue, ATP luminescence, 24 h; with zVAD 60 µM. viability rescue, % at 10 µM. actives 0.38% (n = 220,000). AID 1377;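 active means activation, scaled between plate controls, above about 75%, limit read from the data; inactive means activation under that limit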;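 further: 0% = zVAD with DMSO and 100% = DMSO alone without zVAD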
Mdm2 ligase inh: blocks human Mdm2 ubiquitin ligase activity; actives 0.11% (n = 210,000); signal enhancement, % at 5 µM; Q00987; cell-based MDM2 ubiquitination luciferase reporter, 2 h; 0 = plate control, 100 = twice control, blank-subtracted;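 active means signal enhancement of 30% or more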;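 further: luminescence tracks abundance of the self-degrading MDM2-luciferase fusion protein; higher signal means inhibition of MDM2 E3 ligase activity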
Target sequence (Q00987 whole entry, looked up, the tested form may be a part): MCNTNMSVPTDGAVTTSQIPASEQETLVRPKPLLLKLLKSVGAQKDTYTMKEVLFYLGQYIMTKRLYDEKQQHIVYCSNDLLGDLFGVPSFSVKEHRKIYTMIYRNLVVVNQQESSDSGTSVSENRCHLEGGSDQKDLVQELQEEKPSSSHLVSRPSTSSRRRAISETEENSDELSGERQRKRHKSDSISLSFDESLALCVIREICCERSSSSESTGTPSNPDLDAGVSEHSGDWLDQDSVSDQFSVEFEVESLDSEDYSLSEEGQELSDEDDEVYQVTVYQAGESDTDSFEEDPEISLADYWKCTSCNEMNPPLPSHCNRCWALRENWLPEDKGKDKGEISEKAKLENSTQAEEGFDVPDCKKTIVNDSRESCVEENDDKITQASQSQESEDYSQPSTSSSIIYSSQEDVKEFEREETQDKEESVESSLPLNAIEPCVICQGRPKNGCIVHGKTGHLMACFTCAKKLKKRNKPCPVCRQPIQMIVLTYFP
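Test system: stable mammalian line carrying autodegrading MDM2–luciferase fusion reporter; quantity: 2000 cells in each well; times: 4 h cell settling then 2 h compound exposure, 37 °C; detection: luminescence with SteadyLite reagent, 15 min at room temperature; evaluation: percent signal gain over controls, blank-subtracted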
eIF4E-4G inh: eIF4E/eIF4G interaction inhibition in translation initiation; P63073+Q04637; TR-FRET eIF4E-eIF4GI(517-606) binding, 2 h; inhibition, % at 21.7 µM; actives 0.37% (n = 220,000); AID 782;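 active means inhibition above about 30%, limit read from the data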;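 further: 0% = full FRET control wells and 100% = background wells lacking eIF4GI fragment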
Rad51 HR inh: Rad51 (human) homologous recombination inhibition | Q06609 | hRad51 DNA strand exchange, fluorescence dequenching | inhibition, % at 10 µM | actives 0.085% (n = 200,000) | AID 1385;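 active means inhibition above 40% at the single screening dose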;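 further: 0% = DMSO control wells and 100% = blanks with heterologous ssDNA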
Target sequence (Q06609 whole entry, looked up): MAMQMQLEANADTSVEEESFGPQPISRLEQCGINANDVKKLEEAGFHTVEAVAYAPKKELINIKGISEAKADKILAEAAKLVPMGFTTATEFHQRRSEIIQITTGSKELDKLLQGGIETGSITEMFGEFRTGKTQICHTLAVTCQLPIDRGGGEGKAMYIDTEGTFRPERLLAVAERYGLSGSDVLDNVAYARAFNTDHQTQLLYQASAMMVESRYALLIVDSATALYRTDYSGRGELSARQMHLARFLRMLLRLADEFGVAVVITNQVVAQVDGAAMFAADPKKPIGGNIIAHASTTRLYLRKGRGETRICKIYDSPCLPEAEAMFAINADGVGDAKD
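Assay system: Human Rad51 nucleoprotein filaments preassembled on unlabelled ssDNA | Reagent: Donor/quencher-labelled 47-bp dsDNA substrate | Doses: One concentration, 10 µM final | Times: 37 °C 15-min filament assembly, 30-min compound preincubation, 15-min exchange | Technique: Fluorescein emission 520 nm, excitation 485 nm | Benchmarks: Plate control and blank wells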
PERK inh: inhibitors of human PERK kinase; inhibition, % at 5.6 µM; Q9NZJ5; CHO PERK-DD fusion, SEAP luminescence translation reporter; actives 0.17% (n = 220,000);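 active means inhibition above the mean inhibition of all tested compounds plus 3 SD, set separately per screening campaign, cut at about 2.9% in these data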;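 further: PERK kinase domain activated by AP20187 dimerizer at 100 nM; 0% = DMSO with dimerizer and 100% = rapamycin at 8.4 µM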
* = called active by the depositor; i = inactive; · = not tested or not shown; [ ] = dose if it differs, or a comment.

SMILES	EBV gp42 inh	m-calpain inh	TNF death inh	Cl transport mod	L929 necroptosis	Mdm2 ligase inh	eIF4E-4G inh	Rad51 HR inh	PERK inh
O=C(Cn1cnc2cc([N+](=O)[O-])ccc2c1=O)NC1CCS(=O)(=O)C1 (configuration not stated)	-4	-13	0.0	-0.14	2.7	-6	5	3	0.1
Cc1cc(C)nc(NC(=O)c2cc([N+](=O)[O-])cc([N+](=O)[O-])c2)n1	-10	-3	2.7	0.56	1.0	-22	1	-4	0.9
N#C/C=C(/N)N1CCN(c2ccc(Cl)c(Cl)c2)CC1	-15	-62	1.8	·	0.8	-37	-8	-8	0.0
Cn1c(=O)c2c(ncn2Cc2cc(-c3ccccc3)no2)n(C)c1=O	-13	3	-2.7	0.015	-0.4	-7	-4	1	-0.3
Cc1cccc(N2CC(C(=O)O)CC2=O)c1 (configuration not stated)	-3	8	-1.8	·	-0.3	-13	1	-12	1.3
O=C(N/N=C/c1ccc(OCc2ccc(F)cc2)cc1)c1ccccc1	-15	8	0.9	-0.12	0.9	-3	1	-17	0.6
COc1ccccc1C1=NOC(CN2C(=O)c3ccccc3S2(=O)=O)C1 (configuration not stated)	-3	-12	0.3	0.18	1.4	-20	3	-4	-0.8
S=C(NCc1ccco1)Nc1ccccc1Cl	-12	3	-13	·	-0.5	-5	-4	6	0.7
Cc1nc2cc(NS(=O)(=O)c3ccccc3F)ccc2s1	-2	-41	0.9	-0.3	-0.3	-5	2	·	0.1
Cc1ccc2c(c1)NC(=O)C(CC(=O)Nc1ccc(CN3CCC(C)CC3)cc1)O2 (configuration not stated)	3	-9	-1.2	0.23	-0.1	-9	6	-2	-0.5
CCOc1ccc2nnc(-c3ccc(Br)cc3)n2n1	-5	-6	-2.8	-1.1	-0.2	4	-3	3	0.6
O=C(NNc1cc(Br)c(O)c(Br)c1)c1ccccc1	-6	13	-3.1	-1	-0.8	-1	1	·	1.4
COc1ccc(-c2cc(C#N)nc(N3CCNCC3)n2)cc1	10	-95	-21	-0.68	-2.7	-10	-53[fluorescence artefact?]	-7	-1.4
O=C(OCCN1C(=O)c2cccc3c(N4CCOCC4)ccc(c23)C1=O)c1cc(Cl)cc(Cl)c1	132*	-37	-5.8	i	-1.0	-12	33*[fluorescence artefact?]	-480	-0.1
COc1ccc(N(C(=O)c2ccc(F)cc2)C2=CC3CCC(C2)N3C)cc1 (configuration not stated)	-25	-18	1.2	0.28	-0.4	-17	-5[fluorescence artefact?]	-8	0.2
COc1ccccc1NCCC(=O)OCC(=O)NC1CCCCCC1	-19	8	2.4	0.037	0.1	-17	2	-3	0.6
COc1ccc(CCNC(=O)c2ccc(CN3CCC(Cc4ccccc4)CC3)cc2)cc1OC	-9	10	0.8	-0.65	0.7	3	11[fluorescence artefact?]	-33	-0.4
CCN(CC)S(=O)(=O)c1cc(NC(=O)C(C)N(C)CC(=O)Nc2c(C)cccc2C)ccc1C (configuration not stated)	-14	-18	3.4	-1.6	-0.1	-7	1	·	-0.4
COCCn1nnnc1C(c1cccc(C#N)c1)N1CCCCCC1 (configuration not stated)	4	22	-3.0	-1.7	-0.4	7	-2	8	-0.4
COc1ccc(-n2c(Cc3cc(=O)[nH]c(=O)[nH]3)nnc2SCC(=O)N2CCCC2)cc1	-12	-13	0.2	-0.11	0.7	-18	-2	·	0.7
O=C(CNC(=O)c1ccc(-c2ccccc2)cc1)OCc1c(Cl)cccc1Cl	-8	-6	1.1	0.85	0.0	13	19	-1	1.4
Cc1cccc2cc(C#N)c(SCCN3CCCCC3)nc12	·	·	-3.1	3.6*	4.1	·	·	1	-0.8
CC(SC#N)C(=O)C12CC3CC(CC(C3)C1)C2 (configuration not stated)	-2	26	-6.0	3.5	1.8	-7	4	12	0.6
O=C1CN(c2nc(-c3cccnc3)nc3scc(-c4ccccc4)c23)CCN1	-5	-31	-2.9	-1.6	8.6	-2	-1	4	-0.2
Cc1c(C(=O)N2CCCCC2)sc(N)c1C#N	-11	-13	0.6	0.17	1.8	-14	1[fluorescence artefact?]	-5	0.7
COc1ccc(NS(=O)(=O)c2ccc(NC(=S)NC(=O)CC(C)C)cc2)cc1	8	18	2.5	0.43	0.1	-4	6	5	-1.1
COCCNC(=O)C(c1ccc(O)cc1)N(Cc1ccco1)C(=O)CCC(=O)Nc1nccs1 (configuration not stated)	12	-41	-3.6	-0.018	0.7	-19	11	-2	0.8
Cc1cc(NC(=O)c2ccc(NC(=O)C(C)Oc3ccccc3)cc2)no1 (configuration not stated)	-9	10	3.5	0.45	1.5	-3	6	-2	0.8
COCCCN1C(=O)c2ccc(C(=O)OCC(=O)N(C)c3ccccc3)cc2C1=O	5	-10	0.7	0.64	3.5	0	2	21	0.5
CC(C)CN(C(=O)COC(=O)c1c(Cl)ccc(Cl)c1Cl)C1CCS(=O)(=O)C1 (configuration not stated)	-10	7	0.3	-0.74	0.4	-32	2	-4	0.7
CC1C2=C(CC(C)(C)CC2=O)NC2=C1C(=O)CC(C)(C)C2	-12	i	2.4	-0.25	1.5	-9	0	-22	0.7
Cc1ccnc(NS(=O)(=O)c2cnc(Cl)c(Br)c2)c1	-18	-4	0.7	0.34	-0.4	-7	-2	10	0.7
Nc1nc(SCCN2C(=O)c3ccccc3C2=O)n[nH]1	-4	20	0.7	·	0.5	-18	-2	-2	0.5
Cc1ccccc1Nc1ncccc1C(=O)N1CCOCC1	-28	-7	-2.2	·	0.5	-9	7	-5	0.8
CCc1ccc(CNCCNCC(C)O)cc1 (configuration not stated)	-13	-2	-3.2	·	0.1	-18	1[fluorescence artefact?]	-2	0.5
CCOn1c(=O)c(-c2ccc(OC)cc2)[n+]([O-])c2ccccc21	-14	-13	-0.1	1.4	0.7	-15	1	14	-0.1
O=C(NCC(=O)N(Cc1cccs1)C(C(=O)NC1CCCCC1)c1ccco1)c1ccco1 (configuration not stated)	-15	-5	-0.6	0.071	-0.8	·	-4	13	-0.1
Cc1ccc(-c2nnc(SCC(=O)CC(=O)Nc3ccccc3)n2-c2ccccc2)cc1	-18	-27	-3.8	1.4	0.2	-4	-21	-2	0.2
CC(C)(C)C(=O)/C=C(\N)c1ccccn1	-17	-16	-0.2	-0.22	0.7	-12	-12	-2	-0.7
COc1ccc(NC(=O)CNC(=O)c2c(C)nn(C)c2Cl)cc1	-1	-14	-2.0	-0.08	1.7	5	0	-5	0.3
COc1ccc(NC(=O)CSc2nnnn2C)cc1	-19	-11	1.1	1.6	3.4	-17	1	33	0.8
CCOc1ccccc1N1CCN(CC(=O)Nc2nnc(CC)s2)CC1	-17	-3	-1.6	-0.85	-1.6	-16	-5[fluorescence artefact?]	0	-0.5
O=C(Cc1cccs1)Nc1nnc(Cc2ccc(F)cc2)s1	5	-18	9.2	-1.2	-0.3	-10	-1	·	-1.7
O=C(CSc1nc2ccccc2o1)Nc1ccccc1	-9	-6	0.2	0.29	-0.1	-9	0	-3	1.1
CCc1ccc(S(=O)(=O)NCCc2csc(-c3ccccc3)n2)s1	5	11	-2.5	-1.8	-1.0	8	5	-6	-0.7

Sorted by heavy-atom count (falling): part of the list above.
SMILES	EBV gp42 inh	m-calpain inh	TNF death inh	Cl transport mod	L929 necroptosis	Mdm2 ligase inh	eIF4E-4G inh	Rad51 HR inh	PERK inh
Cc1ccc(-c2nnc(SCC(=O)CC(=O)Nc3ccccc3)n2-c2ccccc2)cc1	-18	-27	-3.8	1.4	0.2	-4	-21	-2	0.2
Cc1ccccc1Nc1ncccc1C(=O)N1CCOCC1	-28	-7	-2.2	·	0.5	-9	7	-5	0.8
CC1C2=C(CC(C)(C)CC2=O)NC2=C1C(=O)CC(C)(C)C2	-12	i	2.4	-0.25	1.5	-9	0	-22	0.7

Additional results follow:
SMILES	EBV gp42 inh	m-calpain inh	TNF death inh	Cl transport mod	L929 necroptosis	Mdm2 ligase inh	eIF4E-4G inh	Rad51 HR inh	PERK inh
Cc1c(Cl)cccc1NCC(=O)Nc1ccc(Cl)cc1F	0	9	3.0	-0.65	0.3	-10	1	12	1.5
CCn1c(SC(C)C)nnc1-c1c[nH]c2ccccc12	-9	23	-2.9	·	7.5	-12	6	-11	1.4
N#CCSc1ccsc1C(=O)Nc1ccc(F)cc1	-4	-10	-2.0	0.0014	-0.1	-16	1	2	-0.8
O=C(NCCc1nc2ccccc2[nH]1)/C(=C/c1ccc(F)cc1)NC(=O)c1ccco1	12	2	0.5	0.29	-0.2	-8	-2	14	0.3
CN(C)CCNC(=O)c1cc2c(=O)n(C)c3ccccc3c2n1C	0	-42	3.2	·	59	-15	-1	7	-0.5
Cn1c(N)c(C(=O)COC(=O)CSc2ccc3ccccc3c2)c(=O)n(C)c1=O	-5	32	-0.8	1	0.6	-2	5	·	0.2
O=C(CSCc1ccc([N+](=O)[O-])cc1)NC1CC1	5	3	3.5	-0.73	1.4	-5	8[fluorescence artefact?]	·	1.1
CCCCN(C(=O)NC(=O)Nc1c(C)cc(C)cc1C)S(C)(=O)=O	-14	-21	0.6	0.054	0.4	-5	1	0	1.4
Cn1c(=O)oc2cc(S(=O)(=O)N3CCCC(C(=O)N4CCc5ccccc5C4)C3)ccc21 (configuration not stated)	3	-18	-1.3	·	-1.0	-11	0	-1	-1.0
COc1cc(O)c2c(c1)OC(C)(C)CC2=O	-18	1	-1.4	·	-0.2	-11	-9	-2	1.1
N/C(=N\N=C\c1ccco1)SC1CC(=O)N(c2ccccc2)C1=O (configuration not stated)	-2	-4	0.7	0.077	7.0	-5	2	9	1.3
CCOc1cc(S(=O)(=O)N2CCOCC2)ccc1F	-3	12	-1.5	0.58	-1.0	-16	-2[fluorescence artefact?]	2	1.4
Cc1cc(C(=O)COc2cc(F)ccc2[N+](=O)[O-])c(C)n1C1CC1	4	-14	-0.6	-1.1	8.0	12	-1	-18	0.0
CC(=O)NS(=O)(=O)c1ccc(NC(=O)C(Sc2ccccc2)c2ccccc2)cc1 (configuration not stated)	-8	1	-1.8	·	0.2	3	6	13	0.9
CC(C)c1ccccc1NC(=S)NN(Cc1ccccc1)c1ccccc1	-22	50*	-9.4	0.81	-0.3	-10	4	4	0.4
Cc1cc(C(=O)OCC(=O)NCc2ccco2)c(C)n1-c1ccc(F)cc1	7	-110	-17	-0.52	-1.0	-8	3	1	1.0
Cc1ccccc1C(=O)NC(=S)Nc1ccccc1[N+](=O)[O-]	6	-8	0.1	14*	-0.4	-5	0	21	1.3
O=C(CCC1CCCC1)N1CCC(N2CCCCCC2)CC1	2	18	0.8	-0.28	-0.7	-14	3	15	-1.6
COc1ccc(NC(=O)CCCn2c(=O)c3sccc3n(Cc3ccccc3)c2=O)cc1	0	0	0.9	-0.39	·	-9	-3	·	0.1
NS(=O)(=O)c1ccc(NC(=O)COC(=O)/C(=C/c2cccs2)c2cccs2)cc1	-20	-30	-1.4	0.52	0.8	-16	-1	7	0.8
CCCS(=O)(=O)c1c(S(=O)(=O)CCC)c2c3ccccc3ccn2c1C(=O)OC	-11	-80	-7.2	0.68	-0.3	·	14	-2	-1.5
CCOC(=O)c1ccccc1NC(=O)CSc1nnnn1C	6	10	0.5	1.3	-0.1	·	5	4	0.4

Rows were taken by chance; any-hit rate near 3.6%.
